Source: PubChem
TAG inh – reduces triacylglycerol accumulation in H9c2 cells; Nile Red lipid (TAG) fluorescence; cells loaded with 200 µM oleic acid; inhibition, % at 12.5 µM; hit rate 0.66% among 230,000; AID 651582;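 active = pattern-corrected inhibition of lipid staining of at least 50% with the nuclear-stain viability signal not falling by more than 50%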;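 also: 0% = DMSO wells and 100% = triacsin C control wells; some results filed as inactive read as strong as hits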
TAG inh DAPI viability – second read-out of TAG inh, no call of its own (marks repeat the call); DAPI nuclei signal change (viability), lower = more cytotoxic, %;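 whole-well DAPI fluorescence read on a plate reader as a viability signal; minus 50 percent equals half of cells still viable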
Active calls of the source: *. Not all compounds are listed, so the mix of outcomes need not match the whole.

SMILES	TAG inh	TAG inh DAPI viability
COc1ccccc1C(=O)N1CCN(Cc2nc3cc([N+](=O)[O-])ccc3n2C)CC1	-6	2
O=C(NCCCO)/C(=C\c1ccco1)NC(=O)c1ccco1	-5	-3
Cc1nnc(NC(=O)C2CCCO2)s1 (centres undefined)	6	-9
COc1ccc(S(=O)(=O)Cc2ccc(C(=O)NCCCN3CCc4ccccc4C3)o2)cc1	-2	1
O=C(CSCc1ccc(Br)cc1)NCc1ccccn1	-2	12
CC(CN1CCCCC1)OC(=O)COc1ccc(Cl)cc1 (centres undefined)	-5	0
CS(=O)(=O)c1ccc(NC(=O)CCCc2nc3ccccc3c(=O)[nH]2)cc1	0	3
O=C(CC(=O)NN=C1CCCCCC1)NCc1cccnc1	0	4
COc1ccc(CN(CC(=O)NC2CCCC2)C(=O)CCC(=O)Nc2cc(C)on2)cc1	-14	8
CC(=O)Nc1cc(-c2ccc(Cl)cc2)nn1-c1ccccc1	7	15
CCOC(=O)/C(C#N)=C1/C=C(C)c2ccccc2N1	9	9
C=CCn1c(SCC(=O)Nc2ccc(OC)cc2)nc2c([nH]c3ccccc32)c1=O	5	3
CN(C)S(=O)(=O)c1ccc(C(=O)NCCN2C(=O)S/C(=C\c3cccnc3)C2=O)cc1	-35	-4
CC1=NN(/C(=N\c2nnc(C)s2)Nc2ccc(C)cc2)[C@H](c2ccc(C)cc2)S1	12	-3
COc1cccc(-n2ccnc2SCC(=O)Nc2ccccc2F)c1	-25	6
CCC(c1nnc(SCC(=O)Nc2cccnc2Cl)n1-c1ccccc1)N(C)C (centres undefined)	9	-10
COc1ccc(N/C=C2\CCc3ccccc3C2=O)cc1	-6	5
COCCn1nnnc1C(C(C)C)N1CCSCC1 (centres undefined)	-4	-4
CCCCc1ccc(-c2nc(N)n[nH]2)cc1	3	-2
CC(C)Oc1cccc(NC(=O)C2(C)CCN2C(C)C)c1 (centres undefined)	-6	13
S=C(NCC1CCCO1)N1CCN(Cc2ccccc2)CC1 (centres undefined)	4	-1
COc1ccc([N+](=O)[O-])cc1NCC(=O)Nc1cc(S(=O)(=O)N2CCCCC2)ccc1C	-23	-5
COCCNC(=O)CSc1nnc(-c2ccccc2)c(-c2ccccc2)n1	-4	11
Cc1csc(=O)n1CC(=O)OCC(=O)c1ccc(Br)cc1	3	10
O=C(NC1CSCC1OC(=O)c1ccccc1)c1ccccc1 (centres undefined)	-18	6
SMILES	TAG inh	TAG inh DAPI viability
Cc1ccc(C)n1-c1nnc(N2CCC(C(=O)N3CCN(C)CC3)CC2)s1	-11	-12
ClC1(CNc2ccccc2)CCN(Cc2ccccc2)CC1	-12	12
CN1CCN(CC(=O)N2c3ccc(S(=O)(=O)NCCNC(=O)OC(C)(C)C)cc3C(=O)Nc3cccnc32)CC1	-21	1
CC(=O)OCC(=O)[C@@]1(O)CC[C@H]2[C@@H]3CCC4=CC(=O)C=C[C@]4(C)[C@H]3[C@@H](O)C[C@@]21C	15	12
O=C(O)c1nccnc1C(=O)NCCc1c[nH]c2ccccc12	-3	6
COC(=O)c1ccc(CNC(=O)[C@@H]2CCCN2S(=O)(=O)c2ccccc2F)cc1	22	-3
CCN(CC)C(=O)C1=C(C)N(CCC2=CCCCC2)C(=O)C(CC(=O)NCCCN(C)C)C1 (centres undefined)	1	-12
CCOC(=O)c1cn(CC(=O)Nc2ccccc2C(=O)OCC)nn1	13	-11
O=C(O)CSc1nc2ccccc2[nH]1	-14	9
COc1cccc(-n2c(=S)sc3c(=O)n(-c4ccccc4OC)c(=S)[nH]c32)c1	7	-2
C=CCNS(=O)(=O)c1cc(S(=O)(=O)NCC=C)c(OC)cc1OC	-2	7
CC(=O)Nc1ccc(C(=O)OCC(=O)Nc2ccc(N3CCOCC3)cc2)cc1	-8	-1
O=C(O)c1cc(NS(=O)(=O)c2ccc(N3CCCCC3)c([N+](=O)[O-])c2)cc(C(=O)O)c1	1	2
COc1ccc(C(=O)COc2nc(C)cc(C)c2C#N)cc1	-16	2
NC(=O)C1CCN(CC(=O)Nc2cccc(C(=O)Nc3cccc(C(F)(F)F)c3)c2)CC1	6	-5
O=S(=O)(/C=C/c1ccccc1)n1cnc2ccccc21	-40	2
C=CCNc1nc(NCCN2CCOCC2)nc(N2CCOCC2)n1	-16	-5
CC(C)c1ccc(NC(=O)NN2CCOCC2)cc1	-17	-20
O=C(Nc1ccccc1)C1CCCN1C(=O)NCc1ccccc1 (centres undefined)	6	4
COc1cccc(CNC(=O)CCC2CCCN(C(=O)c3ccc(OC)o3)C2)c1 (centres undefined)	-13	2
COC(=O)c1ccc(NC(=O)CSc2nnnn2C2CCCCC2)cc1	-1	-7
CCCN(CC1CCCO1)C(=O)CCc1nnc(-c2cc(C)on2)o1 (centres undefined)	-7	15
CCOC(=O)C1(CCc2ccccc2)CCN(C(=O)CN2C(=O)CSC2=O)CC1	3	10
Cc1cc(SCC(=O)Nc2c(C)n(C)n(-c3ccccc3)c2=O)nc2ccccc12	-9	2
CCCC(=O)Nc1ccc(Oc2ccc(NC(=O)CCC)cc2)cc1	-3	2

3 entries out of the list, ordered by SMILES length, largest number first.
SMILES	TAG inh	TAG inh DAPI viability
CCOC(=O)c1cn(CC(=O)Nc2ccccc2C(=O)OCC)nn1	13	-11
O=C(O)c1nccnc1C(=O)NCCc1c[nH]c2ccccc12	-3	6
ClC1(CNc2ccccc2)CCN(Cc2ccccc2)CC1	-12	12

Next part.
SMILES	TAG inh	TAG inh DAPI viability
Cc1ccccc1Oc1nc2c(C)cccn2c(=O)c1/C=C(\C#N)C(=O)Nc1c(C)n(C)n(-c2ccccc2)c1=O	-4	12
CCCNC(=O)c1cc(C2CCCN(S(=O)(=O)c3cccs3)C2)on1 (centres undefined)	-39	18
COc1cc(CN2CCCC(N3CCc4ccccc4C3)C2)c(Cl)cc1O (centres undefined)	-28	17
CCSc1nc2ccccc2n1C(=O)c1ccc(S(=O)(=O)N2CCCCCC2)cc1	-6	-8
COc1cccc(CNC(=O)C2CCN(c3nnc(N4CCCC4=O)s3)CC2)c1	-5	-5
CCOC(=O)c1nc(Nc2ccccc2C)c2ccccc2n1	5	-7
CC(C)Nc1ncnc2c1ncn2[C@H]1CN(C2CCCC2)C[C@@H](CO)O1	-15	-6
O=C(Nc1ccc(OC(F)(F)F)cc1)NC1CCC(Oc2ccc(C(=O)O)cc2)CC1 (centres undefined)	26	-7
O=C(CSc1nncs1)Nc1cccc2ccccc12	-6	-13
FC(F)(F)C(F)(F)c1nnc2ccc(-n3ccnc3)nn12	5	-12
CCCC(=O)NC(Nc1ccc(S(=O)(=O)Nc2ncccn2)cc1)(C(=O)OCC)C(F)(F)F (centres undefined)	5	2
CC12C(=O)N(c3nccs3)C(=O)C1(C)C1CCC2O1 (centres undefined)	13	13
CCN1C(=O)C(CC(=O)Nc2ccc(OC)cc2)N(CCc2ccc(OC)cc2)C1=S (centres undefined)	4	2
COc1ccc(OCCC(=O)Nc2nccs2)cc1	7	3
Cc1ccc(NC(=S)Nc2cccc3cnccc23)cc1	-2	8
COc1ccc(-c2coc3c(C(=O)NCc4ccc(C(F)(F)F)cc4)cccc23)c(C)c1	-11	-4
C=CCNC(=O)c1c(O)c2cccc3c2n(c1=O)CCC3	10	1
CCc1c(C)[nH]c2nc3ccccc3n2c1=O	-2	4
CCc1nc(SCC(=O)NCCc2ccccc2)n[nH]1	-1	-1
Cc1ccc(NC(=S)N2CCCCC2)cc1C	-7	3
COC(=O)c1ccc(C(=O)NC2CC(C)(C)Cc3c2cnn3-c2ccc(F)cc2)nc1 (centres undefined)	26	-15
COc1ccc(NC(=O)CSCC(=O)N(C)Cc2ccc(Cl)c(Cl)c2)cc1	-5	-3
Cc1noc(C)c1COc1ccc(C(=O)N2CCC(C)CC2)cc1	22	1
O=C(CN1c2cccc3cccc(c23)S1(=O)=O)Nc1c(F)c(F)c(F)c(F)c1F	6	-5
CCn1ncc2c1C(=O)NC1c3ccccc3C(=O)N21 (centres undefined)	0	2
SMILES	TAG inh	TAG inh DAPI viability
O=C(Nc1cccc(S(=O)(=O)NC2=NCCC2)c1)c1cc(=O)[nH]c2ccccc12	-2	-2
COc1ccc(NC(=O)c2sccc2C)cn1	15	-14
O=C(CSc1nnc(NC2CCCCC2)s1)NN1C(=O)NC2(CCCCC2)C1=O	-7	9
COc1ccc(C2=C(c3ccc([N+](=O)[O-])cc3)C(=O)OC2)cc1	-5	4
Cc1ccc(Cl)cc1NC(=S)N(CCCN1CCN(C)CC1)Cc1cccs1	-36	7
COc1ccc(CNC(=O)c2cccc3c(-c4cnn(C)c4)coc23)cc1OC	-38	12
C=C1C(=O)C2=CC1CCC(=O)C1(C)CCC(OC(C)=O)C(C)(C)C1CC2O (centres undefined)	69	-53
O=C1CC(C(=O)N2CCc3ccccc32)CN1c1cccc(C(F)(F)F)c1 (centres undefined)	11	-1
COc1ccc(C(=O)O/N=C(\N)c2ccccn2)c(OC)c1	15	-9
Cc1ccc(S(=O)(=O)N(C)C[C@H]2OCc3cnnn3CCCC(=O)N([C@@H](C)CO)C[C@H]2C)cc1	4	1
CSc1nsc(SCC(=O)Nc2nncs2)n1	4	-1
Cc1ccc(S(=O)(=O)Nc2ccccc2C(=O)N2CCOCC2)cc1	4	-5
COc1ccc(N/C(=N\c2nc(C)cc(C)n2)NC(=O)C(C)C)cc1OC	18	8
CC(=O)c1c(C)[nH]c(C(=O)OCC(=O)N2CCN(S(=O)(=O)c3ccc(C)cc3C)CC2)c1C	28	1
COc1ccc(CNC(=O)CSc2nnnn2Cc2ccccc2)cc1	12	-5
O=C(Nc1ccccc1)c1ccccc1OCc1cccc([N+](=O)[O-])c1	-1	-8
N#Cc1c(NC(=O)CCC(=O)O)sc2c1CCCC2	8	-7
CCCC(=O)NC(Nc1cc(C(F)(F)F)ccc1Cl)C(Cl)(Cl)Cl (centres undefined)	29	11
CC1CN(C(=O)Cn2cnc3c2c(=O)n(C)c(=O)n3C)CC(C)O1 (centres undefined)	2	4
CN(CC(=O)Nc1cccc(F)c1)C(=O)CN1C(=O)NC2(CCCCC2)C1=O	-3	-4
COc1ccc([N+](=O)[O-])cc1NC(=O)CC(C)c1ccccc1 (centres undefined)	-23	5
C[C@@H]1CN([C@H](C)CO)C(=O)c2cc(NC(=O)Nc3ccc(F)cc3)ccc2O[C@@H](C)CCCCO[C@H]1CN(C)Cc1ccc(C(=O)O)cc1	-4	5
Cc1sc2nc(SCC(=O)c3cc(C)n(CC4CCCO4)c3C)n(C(C)C)c(=O)c2c1C (centres undefined)	30	-11
CCOc1ccc(NC(=O)CCC(=O)NNC(=O)NC2CCCCC2)cc1	-14	-6
COc1ccc(N2C(=O)CCC(C(=O)N3CCC(C(N)=O)CC3)C2c2ccc(F)cc2)cc1 (centres undefined)	1	-2
SMILES	TAG inh	TAG inh DAPI viability
COc1ccc(NC(=O)N/C=C/c2ccccc2)cc1	-11	8
N#Cc1c(-c2ccccc2)nc2n(-c3ccccc3)nc(C(=O)Nc3ccccc3)n2c1=O	34	8
CC(C)c1ccccc1NC(=O)CNCCc1ccc(C(F)(F)F)cc1	-6	-3
CN(C)c1ccc(CN(CC2CCCO2)C(=O)c2cc3ccccc3o2)cc1 (centres undefined)	-73	3
Cc1c(NS(C)(=O)=O)c(=O)n(-c2ccccc2)n1C	1	-27
Cc1ccc(S(=O)(=O)N(Cc2cccc([N+](=O)[O-])c2)C(=O)N2CCN(C)CC2)cc1	7	-13
CCOC(=O)Cc1csc(NC(=O)c2ccc3c(c2)OCO3)n1	-4	10
O=C1C=C(c2ccc3c(c2)OCO3)C[C@@H](c2ccc(Cl)cc2)C1	16	8
CCSc1nnc(NC(=O)C2CCCN(C(=O)c3ccc(Cl)cc3)C2)s1 (centres undefined)	0	-4
O=C(Nc1ccc(C(=O)N2CCCC2)cc1)c1cccc(C(F)(F)F)c1	6	0
Cc1ccc(Cl)cc1NC(=O)COC(=O)CSc1ccccc1	-13	-2
C=CCNc1nc2ccccc2c(=O)[nH]1	3	-11
COc1ccc(N(CC(O)CN2CCCCC2)S(=O)(=O)c2ccc(C)cc2)cc1 (centres undefined)	5	0
CCOC(=O)c1c(CNc2ccncc2)n(C)c2cc(Br)c(O)cc12	2	-3
COc1ccc(NC(=O)COc2cccc(-n3cnnn3)c2)cc1Cl	-31	5
CC(C)CN(CCC(=O)O)CC(C)C	0	12
Cc1noc(C)c1COC(=O)CCC(=O)c1ccc(F)cc1	7	-4
CCCS(=O)(=O)NC(=O)C1(C)CCCN(C(=O)c2ccnc(Cl)c2)C1 (centres undefined)	-14	12
COc1ccc(C)cc1S(=O)(=O)Nc1cccc(SC)c1	-11	8
COc1cc(/C=N/n2cnnc2)ccc1OCc1ccc(C)cc1	-3	3
Nc1ccn(Cc2ccccc2F)n1	2	-1
S=c1[nH]ncn2c1cc1oc3ccccc3c12	8	2
O=C(COC(=O)c1ccccc1[N+](=O)[O-])Nc1nnc(-c2ccccc2)o1	13	0

In the list so far, 13 have a Cl atom.
SMILES	TAG inh	TAG inh DAPI viability
CC(CN1CCCCC1)OC(=O)COc1ccc(Cl)cc1 (centres undefined)	-5	0
CC(=O)Nc1cc(-c2ccc(Cl)cc2)nn1-c1ccccc1	7	15
CCC(c1nnc(SCC(=O)Nc2cccnc2Cl)n1-c1ccccc1)N(C)C (centres undefined)	9	-10
ClC1(CNc2ccccc2)CCN(Cc2ccccc2)CC1	-12	12
COc1cc(CN2CCCC(N3CCc4ccccc4C3)C2)c(Cl)cc1O (centres undefined)	-28	17
COc1ccc(NC(=O)CSCC(=O)N(C)Cc2ccc(Cl)c(Cl)c2)cc1	-5	-3
Cc1ccc(Cl)cc1NC(=S)N(CCCN1CCN(C)CC1)Cc1cccs1	-36	7
CCCC(=O)NC(Nc1cc(C(F)(F)F)ccc1Cl)C(Cl)(Cl)Cl (centres undefined)	29	11
O=C1C=C(c2ccc3c(c2)OCO3)C[C@@H](c2ccc(Cl)cc2)C1	16	8
CCSc1nnc(NC(=O)C2CCCN(C(=O)c3ccc(Cl)cc3)C2)s1 (centres undefined)	0	-4
Cc1ccc(Cl)cc1NC(=O)COC(=O)CSc1ccccc1	-13	-2
COc1ccc(NC(=O)COc2cccc(-n3cnnn3)c2)cc1Cl	-31	5
CCCS(=O)(=O)NC(=O)C1(C)CCCN(C(=O)c2ccnc(Cl)c2)C1 (centres undefined)	-14	12
